Source: PubChem BioAssay
MIN6 prolif: induces beta-cell replication in MIN6 cells | MIN6 cells proliferation, ATPlite luminescence, 48 h; cells starved in 0.2% serum; 100% = growth in 10% serum | proliferation, % at 10 µM | 0.29% of 330,000 active | AID 2380;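 active means compounds whose signal lies at least 3.5 SD above the mean of all wells on their plate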;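 further: 0% = DMSO-treated cells in low-serum medium and 100% = 10% serum control; some compounds called inactive have numbers as strong as hits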
hIAP block: blocks human intestinal alkaline phosphatase. 0.12% of 330,000 active. inhibition, % at 10 µM. purified IAP, CDP-Star luminescence, 30 min. AID 2544. P09923;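 active means inhibition reaching a set limit with compound at 10 µM in the primary screen, cut at about 35% in these data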;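 further: plate controls were DMSO wells with enzyme for no effect and no-enzyme buffer wells for full effect; values of inactives mirror those of a sister screen read the other way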
Target sequence (P09923 whole entry, looked up): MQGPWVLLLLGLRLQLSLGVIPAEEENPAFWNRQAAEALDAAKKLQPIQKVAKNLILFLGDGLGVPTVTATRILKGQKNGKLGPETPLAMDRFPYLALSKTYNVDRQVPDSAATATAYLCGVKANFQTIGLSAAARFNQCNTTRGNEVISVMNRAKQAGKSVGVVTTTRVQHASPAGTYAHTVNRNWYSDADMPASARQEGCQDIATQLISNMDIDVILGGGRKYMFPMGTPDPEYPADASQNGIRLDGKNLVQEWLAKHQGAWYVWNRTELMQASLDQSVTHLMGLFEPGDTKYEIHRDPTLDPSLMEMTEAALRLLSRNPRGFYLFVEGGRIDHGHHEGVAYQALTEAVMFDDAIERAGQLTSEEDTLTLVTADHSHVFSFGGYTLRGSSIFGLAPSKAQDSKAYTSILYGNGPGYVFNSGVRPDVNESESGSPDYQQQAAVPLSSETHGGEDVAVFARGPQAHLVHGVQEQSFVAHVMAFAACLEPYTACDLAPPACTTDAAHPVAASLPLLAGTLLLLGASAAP
A3A deaminase: inhibitors of human APOBEC3A DNA deaminase; recombinant A3A, FAM/TAMRA ssDNA deamination fluorescence; inhibition, % at 20 µM; 0.41% of 330,000 active; AID 493011; P31941;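 active means at least 40% inhibition at 20 µM here, with at most 30% in a related deaminase screen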;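 further: plate controls were A3A with DMSO for no effect and wells lacking A3A enzyme for full effect; some results filed as inactive read as strong as hits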
Target sequence (P31941 whole entry, looked up): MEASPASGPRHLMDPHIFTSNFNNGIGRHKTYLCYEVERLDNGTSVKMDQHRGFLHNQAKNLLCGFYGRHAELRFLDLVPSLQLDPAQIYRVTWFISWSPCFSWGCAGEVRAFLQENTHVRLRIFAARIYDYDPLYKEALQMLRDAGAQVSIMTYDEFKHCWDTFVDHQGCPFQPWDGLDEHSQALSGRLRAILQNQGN
NLRP3 yeast inh: blocks the NALP3 inflammasome reconstituted in yeast | 0.39% of 330,000 active | inhibition, % at 10 µM | Yeast reconstituted NLRP3/ASC/caspase-1, beta-gal luminescence, 24 h;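 active means inhibition of 50% or more; inactive means inhibition below 50%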;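 further: plate controls were induced DMSO wells for no effect and uninduced yeast grown without galactose for full effect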
mIAP inh: blocks mouse intestinal alkaline phosphatase; inhibition, % at 10 µM; purified mouse IAP, CDP-Star luminescence, 30 min; AID 2806; 0.2% of 330,000 active;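 active means inhibition of at least 40% at 10 µM in the primary screen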;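 further: plate controls were DMSO with enzyme for no effect and no enzyme wells for full effect; values of inactives mirror those of a sister screen read the other way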
hIAP activ: human IAP activation | activation factor at 10 µM | purified human IAP, CDP-Star luminescence, 30 min; hits give high values; 1 = vehicle-only enzyme, 0 = enzyme-free background | 0.16% of 330,000 active | AID 2524;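 active means activation factor of the enzyme at least 2-fold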; further: the source names both 10 and 20 µM as test concentration; values of inactives mirror those of a sister screen read the other way
mIAP activ: increases mouse intestinal alkaline phosphatase activity | muIAP, CDP-Star luminescence, 30 min; hits give high values; 1 = vehicle-only enzyme signal, 0 = enzyme-free wells | activation factor at 10 µM | 0.24% of 330,000 active | AID 2805;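 active means activation factor of at least 2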; further: the source names both 10 and 20 µM as test concentration; values of inactives mirror those of a sister screen read the other way
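System: mouse IAP enzyme. Reagent: CDP-Star chemiluminescent phosphatase substrate. Benchmarks: DMSO wells, no-enzyme wells. Times: 30 min enzyme-substrate-compound incubation at room temperature. Detection: luminescence from enzymatic CDP-Star hydrolysis. Doses: test compounds delivered from DMSO solution.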
APOBEC3G inh: blocks human APOBEC3G single-stranded DNA deamination; Q9HC16; recombinant A3G, ssDNA deamination FAM/TAMRA fluorescence; inhibition, % at 20 µM; 0.28% of 330,000 active;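 active means inhibition of at least 40% at 20 µM, with no more than 30% in the related APOBEC3A deaminase screen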;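 further: plate controls were DMSO wells with A3G for no effect and wells lacking A3G enzyme for full effect; some compounds called inactive have numbers as strong as hits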
Target sequence (Q9HC16 whole entry, looked up): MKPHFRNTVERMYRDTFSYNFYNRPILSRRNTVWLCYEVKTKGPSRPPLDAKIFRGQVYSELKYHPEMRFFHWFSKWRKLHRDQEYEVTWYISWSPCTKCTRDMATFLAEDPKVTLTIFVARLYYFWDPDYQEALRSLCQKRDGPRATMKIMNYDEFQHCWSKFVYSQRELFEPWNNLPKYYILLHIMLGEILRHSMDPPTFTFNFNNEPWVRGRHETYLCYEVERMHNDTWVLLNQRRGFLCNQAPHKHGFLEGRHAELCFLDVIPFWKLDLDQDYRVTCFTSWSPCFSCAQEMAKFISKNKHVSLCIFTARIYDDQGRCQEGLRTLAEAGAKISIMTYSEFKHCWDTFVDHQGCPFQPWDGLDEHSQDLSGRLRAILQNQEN
SENP1 FRET inh: blocks the human SENP1 SUMO protease catalytic domain. 0.21% of 360,000 active. inhibition, % at 10 µM. Q9P0U3. recombinant SENP1 catalytic domain, CyPet-SUMO1-YPet FRET cleavage;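 active means inhibition at least 30% at 10 µM, raw YFP signal under a set limit, fluorescence ratio 0.5 to 1.5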;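 further: 0% = enzyme with DMSO and 100% = no enzyme wells; some results filed as inactive read as strong as hits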
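material = recombinant human SENP1 catalytic domain, His6-tagged | quantity = 20 pM enzyme | reagent = 25 nM SUMO1 FRET substrate | compound dosing = 10 µM single point, 0.5% DMSO | timing = 50 min enzyme reaction, room temperature, light-protected | detection = FRET, CFP and YFP emission | control set = no-enzyme low, enzyme-DMSO high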
An asterisk follows results filed as active; x = no result given. Some of the compounds tested, so the mix of outcomes need not match the whole.

SMILES | MIN6 prolif | hIAP block | A3A deaminase | NLRP3 yeast inh | mIAP inh | hIAP activ | mIAP activ | APOBEC3G inh | SENP1 FRET inh
C/C(=N/NC(=O)c1cc(-c2ccc(Br)s2)[nH]n1)c1ccco1 | 2 | -114 | -2 | 13 | 5 | 2.1* | 0.95 | -3 | -6
Cc1ccc(NC(=O)CSc2ncnc3ccccc23)cc1S(=O)(=O)N1CCOCC1 | 0 | 13 | -4 | -13 | 3 | 0.87 | 0.97 | -4 | -11
Cc1cc(C)n(-c2cc(O)c(-n3nc(C)cc3C)cc2O)n1 | -5 | -13 | 0 | 6 | -5 | 1.1 | 1.1 | -2 | 0
Cn1cc(S(=O)(=O)NCc2cccs2)c(=O)n(C)c1=O | -3 | 11 | -4 | 11 | -6 | 0.89 | 1.1 | -9 | 2
COc1ccc(/C=N/Nc2ncc(Br)cn2)c(OC)c1 | 2 | 6 | 24 | 20 | 8 | 0.94 | 0.92 | 4 | -2
CS(=O)(=O)c1ncc(Cl)c(C(=O)Nc2ccc(OC(F)F)cc2)n1 | -5 | 10 | -5 | 29 | -9 | 0.9 | 1.1 | -10 | 4
CCn1cc(CNC(=O)c2ccc(Cl)c([N+](=O)[O-])c2)c(C)n1 | 0 | 7 | -3 | 0 | -6 | 0.93 | 1.1 | -4 | 2
COC(=O)c1cn(NC(=O)Cc2ccc(Cl)cc2)c(=O)c2ccccc12 | -2 | 9 | -2 | 10 | 9 | 0.91 | 0.91 | -8 | 4
Cc1ccc(C)c2nc(Cl)c(C#N)cc12 | -3 | 1 | -3 | -15 | -3 | 0.99 | 1 | -5 | -3
CC(C)C(OC(=O)CCC(=O)Nc1nccs1)C(=O)NC1CCCCC1 (stereo not given) | -3 | -17 | -1 | 5 | -2 | 1.2 | 1 | -5 | 0
CCc1nnc(NC(=O)C2CCCN2S(=O)(=O)c2ccccc2)s1 (stereo not given) | 1 | 12 | 0 | 10 | 4 | 0.88 | 0.96 | 1 | 1
CC(=O)c1ccc(N(C(=O)CNC(=O)c2ccco2)C(C(=O)NCC2CCCO2)c2ccccc2)cc1 (stereo not given) | -2 | 20 | -4 | 16 | 10 | 0.8 | 0.91 | -7 | -1
COc1ccc(C(=O)NC(=S)Nc2ccccc2N2CCN(S(C)(=O)=O)CC2)cc1OC | -2 | 12 | -5 | 9 | 14 | 0.89 | 0.86 | -6 | 1
Cc1cc(NC(=O)COC(=O)c2cccc(S(=O)(=O)N(C)C3CCCCC3)c2)no1 | -3 | -7 | 1 | -40 | 4 | 1.1 | 0.96 | -7 | 1
O=C1CN(C(=O)CSc2nnc(-c3ccccc3)n2Cc2ccc3c(c2)OCO3)c2ccccc2N1 | 0 | 11 | 0 | -8 | 16 | 0.89 | 0.83 | -7 | -1
CC(=O)Nc1ccc(NC(=O)CCCc2ccccc2)cc1 | -6 | -6 | -1 | 2 | 5 | 1.1 | 0.95 | -3 | 0
O=C(NC1CCSC1=O)c1ccccc1 (stereo not given) | -1 | -9 | 2 | 1 | 1 | 1.1 | 0.99 | -1 | 1
COc1ccc2c(C)cc(N3CCCCCC3)nc2c1 | 0 | 7 | -5 | 25 | -5 | 0.93 | 1 | -9 | 0
CCC(=O)n1nc(-c2ccccc2)nc1SCC(=O)Nc1ccc(C)cc1 | -2 | 0 | 3 | 1 | 1 | 1 | 0.99 | 5 | 1
Cc1ccc(CNC(=O)c2ccc(N3CCC4(CC3)CC(c3ccccc3)=NO4)c(NC(=O)c3ccc(Br)cc3)c2)cc1 | -3 | -6 | -3 | -6 | -20 | 1.1 | 1.2 | -9 | -2
COc1ccc(C(=O)COC(=O)Cn2[nH]c(=O)c3ccccc3c2=O)c(OC)c1 | -1 | 6 | 1 | -10 | -5 | 0.94 | 1 | -2 | 3
CCOc1ccccc1NC(=O)NNC(=O)c1ccc2ccccc2c1 | 0 | -41 | 0 | 15 | -1 | 1.4 | 1 | -5 | 1
Cc1cccc(-n2ccnc2SCC(=O)c2c(N)n(C3CC3)c(=O)[nH]c2=O)c1C | -2 | -16 | -2 | -7 | -12 | 1.2 | 1.1 | -8 | 1
Cc1cc(C)n(C(=O)c2ccc(NC(=O)C3CC3)cc2)n1 | 2 | 0 | -2 | 16 | 2 | 1 | 0.98 | -5 | 3
Cc1nc2ccccc2nc(C)c1=NO | 0 | -2 | -5 | 13 | -3 | 1 | 1 | -3 | 21
The list continues:
SMILES | MIN6 prolif | hIAP block | A3A deaminase | NLRP3 yeast inh | mIAP inh | hIAP activ | mIAP activ | APOBEC3G inh | SENP1 FRET inh
CC(N)(C(=O)O)c1cccc(OCc2cccc(Cl)c2)c1 (stereo not given) | -1 | -7 | -2 | -3 | 1 | 1.1 | 0.99 | -5 | 1
O=C(CN1CCOc2ccccc21)NC1CCN(Cc2ccccc2)CC1 | -2 | 13 | -4 | 21 | 9 | 0.87 | 0.91 | -7 | 2
Cc1nc(NC(=O)COC(=O)/C=C/c2ccco2)c(Cl)cc1Cl | 5 | -7 | 19 | 6 | 13 | 1.1 | 0.87 | 4 | -3
C=CCSc1nnc(NC(=O)COc2ccccc2)s1 | 1 | 2 | 0 | 24 | -7 | 0.98 | 1.1 | -8 | 1
CCCS(=O)(=O)N1CCCC(C(=O)NCCN(CC)c2ccccc2)C1 (stereo not given) | 0 | -8 | -17 | 8 | 3 | 1.1 | 0.97 | -5 | -1
CCCn1c(N)c(N(CCOC)C(=O)c2cc(S(=O)(=O)N3CCCCCC3)ccc2OC)c(=O)[nH]c1=O | 0 | -18 | -2 | 13 | -2 | 1.2 | 1 | -8 | 1
O=C(Nc1ccccc1)c1ccc(S(=O)(=O)NCC2CCCO2)cc1 (stereo not given) | 0 | 9 | 0 | 13 | -3 | 0.91 | 1 | 2 | 0
CCN(CC)CCCNC(=O)CNC(=O)c1nn(-c2ccc(OC)cc2)c(=O)c2ccccc12 | 2 | 1 | 3 | 0 | 7 | 0.99 | 0.93 | -1 | 1
COC(=O)c1sccc1NC(=O)c1ccccc1C(=O)O | 3 | -4 | -4 | -8 | -7 | 1 | 1.1 | -8 | -1
COC(=O)c1cc2occc2n1CC(=O)Nc1ccc(C)cc1C | -2 | -8 | -5 | 13 | 10 | 1.1 | 0.9 | -7 | -2
O=C(c1cccc(S(=O)(=O)N2CCCCC2)c1)N1CCN(c2ccccc2)CC1 | -3 | -11 | 2 | 23 | 4 | 1.1 | 0.96 | -6 | 0
CCN(C(=O)CSc1nccc(=O)[nH]1)C1CCCCC1 | -1 | -8 | 4 | 8 | -2 | 1.1 | 1 | 1 | -1
CCN(CC)C(=O)CCS(=O)(=O)c1cccc2nonc12 | 1 | -9 | -4 | -2 | -4 | 1.1 | 1 | -12 | 1
O=C(CN(Cc1ccc(F)cc1)C(=O)CCC(=O)Nc1nccs1)NCc1ccccc1 | -1 | -8 | -4 | 7 | 1 | 1.1 | 0.99 | -14 | 2
CN1CCCC(OC(=O)c2cc(F)c(F)c(F)c2F)C1 (stereo not given) | 0 | -8 | -2 | 5 | -4 | 1.1 | 1 | -7 | 4
O=C(O)c1cc([N+](=O)[O-])ccc1C(=O)Nc1ccccc1 | 1 | 7 | -2 | -2 | -6 | 0.93 | 1.1 | -1 | 0
Cc1ccccc1OCc1nc2ccccc2n1C | -2 | -4 | -1 | 42 | 0 | 1 | 1 | 4 | 2
CCCc1cc(C(=O)Nc2ccc(C(C)=O)cc2)no1 | 3 | 0 | -4 | 17 | 3 | 1 | 0.97 | -2 | 3
Cc1ccc(NS(=O)(=O)c2ccc(Cl)c(N=Nc3c(O)[nH]c(=O)[nH]c3=O)c2)cc1Cl | -5 | 13 | -2 | 15 | 7 | 0.87 | 0.93 | -6 | -4
O=S(=O)(c1ccccc1)c1nc(-c2ccco2)oc1NCCCn1ccnc1 | -3 | -14 | 0 | 10 | 3 | 1.1 | 0.97 | -6 | -1
CSc1ncccc1C(=O)NC1CCCc2c1cnn2-c1ccc(C)c(C)c1 (stereo not given) | -2 | -40 | 1 | 13 | -4 | 1.4 | 1 | -6 | 2
COc1ccccc1C1CCN(C(=O)c2cnn(-c3ccccc3)c2C)CC1 | -1 | 2 | -3 | 21 | 6 | 0.98 | 0.94 | -5 | -1
CSc1oc(-c2ccccc2)nc1C(N)=O | -4 | 0 | -1 | 4 | 12 | 1 | 0.88 | -3 | 1
COc1ccc(S(=O)(=O)Nc2ccc3c(c2)C(=O)N([C@H](C)CO)C[C@H](C)[C@@H](CN(C)C(=O)NC2CCCCC2)O3)cc1 | -1 | -4 | 2 | 24 | 3 | 1 | 0.97 | -7 | 1
Cc1ccc(C(=O)Nc2cccc(C(=O)N3CCOCC3)c2)cc1 | 0 | 12 | -3 | 4 | 0 | 0.88 | 1 | -5 | 2
Next section.
SMILES | MIN6 prolif | hIAP block | A3A deaminase | NLRP3 yeast inh | mIAP inh | hIAP activ | mIAP activ | APOBEC3G inh | SENP1 FRET inh
O=C(NC1CC1)c1cccc(NC(=O)c2cc(S(=O)(=O)N3CCOCC3)ccc2Cl)c1 | -1 | 1 | 3 | 16 | 0 | 0.99 | 1 | -11 | 1
CC(C)C12CN3CC(C(C)C)(CN(C1)C3c1ccc([N+](=O)[O-])o1)C2=O (stereo not given) | 0 | -14 | 2 | 13 | -3 | 1.1 | 1 | -5 | 4
CC(=O)NCCn1c(SCC(=O)NCCC2=CCCCC2)nc2ccccc2c1=O | -2 | 2 | -3 | 13 | 6 | 0.97 | 0.94 | -3 | 2
COCCn1c(C(=O)N2CCCC2)cc2c1C[C@H]1CN(C(=O)c3ccccc3)[C@@](Cc3ccc(F)cc3)(C(=O)OC)[C@@H]21 | -4 | 3 | -1 | 10 | -3 | 0.97 | 1 | -1 | x
Cc1sc(NC(=O)c2ccccc2)c(C(=O)NC(C)C)c1C | 0 | -18 | -6 | 19 | -8 | 1.2 | 1.1 | -9 | -7
O=C(Nc1cccc(C(F)(F)F)c1)N1CCC(c2nc(-c3ccc(F)cc3)no2)CC1 | -6 | 4 | 3 | 28 | -12 | 0.96 | 1.1 | -4 | -48
Cc1nc2sc3c(=O)[nH]nnc3c2c(C)c1Br | 4 | -10 | -3 | 14 | 5 | 1.1 | 0.95 | -7 | 1
COc1ccc(OC(=O)c2ccc3nsnc3c2)cc1 | -2 | 14 | -2 | 10 | 8 | 0.86 | 0.92 | -3 | 5
CCOc1ccc(C2C(C(=O)c3ccco3)=C(O)C(=O)N2CCCn2ccnc2)cc1OCC (stereo not given) | -2 | 29 | -8 | 4 | 8 | 0.71 | 0.92 | -5 | -19

3 compounds drawn at random from those above:
SMILES | MIN6 prolif | hIAP block | A3A deaminase | NLRP3 yeast inh | mIAP inh | hIAP activ | mIAP activ | APOBEC3G inh | SENP1 FRET inh
CC(=O)NCCn1c(SCC(=O)NCCC2=CCCCC2)nc2ccccc2c1=O | -2 | 2 | -3 | 13 | 6 | 0.97 | 0.94 | -3 | 2
Cc1sc(NC(=O)c2ccccc2)c(C(=O)NC(C)C)c1C | 0 | -18 | -6 | 19 | -8 | 1.2 | 1.1 | -9 | -7
CCOc1ccc(C2C(C(=O)c3ccco3)=C(O)C(=O)N2CCCn2ccnc2)cc1OCC (stereo not given) | -2 | 29 | -8 | 4 | 8 | 0.71 | 0.92 | -5 | -19
